TNAP activators: human TNAP enzyme activators, primary screen, biochemical, luminescent, no phosphate acceptor, uHTS (AID 1001) | purified TNAP, luminescent activation assay, no phosphate acceptor; higher activation fold means a stronger effect | activation fold at 20 µM; hits with a dose series show EC50 in µM | hit rate 0.03% among 200,000; in the data active means activation fold from about 3, or a potency from the dose series; inactive means the rest, 99 in 100 with activation fold below about 1.6; further: many of its hits are not listed in these tables
K1F lysis inhibition: protection from phage-mediated lysis, alamar blue read-out – E. coli UTI89, K1F phage, bacterial capsule biogenesis inhibitors (AID 488966). hit rate 0.02% among 340,000. E. coli UTI89 K1F phage lysis, alamar blue, 2 h; higher % means a stronger effect. inhibition, % at 100 µM; hits with a dose series show IC50 in µM;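 active means phage lysis inhibition, versus mean bacterial control, above a set limit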;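 further: capsule biogenesis inhibitors block K1F phage lysis so surviving cells raise fluorescence; higher fluorescence means more inhibition of phage lysis; actives were called in the ten point dose series up to 300 µM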
Rac1 GTP hydrolysis: MgcRacGAP GTPase-activating activity inhibitors, confirmation, biochemical, ADP Hunter fluorescence; MgcRacGAP-stimulated Rac1 GTP hydrolysis, ADP Hunter fluorescence; higher % means a stronger effect; GST-tagged Rac1 F28L mutant substrate; inhibition, % at 30 µM; hits with a dose series show IC50 in µM; hit rate 0.6% among 340,000; AID 624330;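 active means first-screen hits whose inhibition reached a set limit at any dose in the follow-up dose series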;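 further: fluorescence reports GDP produced by GAP-driven GTP hydrolysis; strong numbers were not always called active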
NTR1 agonist: agonists of NTR1, primary screen, imaging, U2OS cells, beta-arrestin-GFP, high content (AID 493036); P30989; NTR1-U2OS beta-arrestin-GFP spot imaging, agonist mode; activation, % at 20 µM; hit rate 0.17% among 330,000;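 active means activation at or above 40% of the spot to cytoplasm intensity ratio, with at least 20 cells analyzed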;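 further: 0% = DMSO without peptide and 100% = 100 nM NTR1 peptide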
Target sequence (P30989 whole entry, looked up): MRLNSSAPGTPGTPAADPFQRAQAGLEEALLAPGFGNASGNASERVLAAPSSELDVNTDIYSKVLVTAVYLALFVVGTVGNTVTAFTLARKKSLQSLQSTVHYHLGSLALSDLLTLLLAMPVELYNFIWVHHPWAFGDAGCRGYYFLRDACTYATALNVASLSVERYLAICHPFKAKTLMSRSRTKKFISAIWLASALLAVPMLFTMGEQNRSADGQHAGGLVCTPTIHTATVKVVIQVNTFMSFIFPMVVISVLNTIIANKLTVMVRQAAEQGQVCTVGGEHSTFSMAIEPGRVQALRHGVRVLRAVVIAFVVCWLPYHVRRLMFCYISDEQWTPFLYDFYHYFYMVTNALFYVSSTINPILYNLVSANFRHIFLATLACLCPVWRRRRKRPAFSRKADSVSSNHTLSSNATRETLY
PhoP inhibition: inhibitors of PhoP regulon expression, primary screen, Salmonella Typhimurium, GFP reporter (AID 1863) | hit rate 0.16% among 300,000 | one-dose inhibition, % at 50 µM; IC50 in µM for titrated hits | S. Typhimurium PhoP-regulated promoter GFP reporter, 4 h; higher % means a stronger effect;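 active means inhibition over 29.93%, a cutoff 3 SD above the screen mean, later confirmed by dose response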;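 further: 0% = low Mg2+ inducing control and 100% = high Mg2+ repressing control; strong numbers were not always called active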
Large T inhibition: SV40 large T antigen inhibitors, biochemical (AID 1903); one-dose inhibition, % at 20 µM; IC50 in µM for titrated hits; SV40 large T antigen ATPase/helicase inhibition assay; higher % means a stronger effect; hit rate 0.39% among 310,000; in the data active means a potency from the dose series; further: strong numbers were not always called active
T cell modulator: T cell immune modulators affecting CD8 T cell-vesicle binding; 2C CD8+ T cell-vesicle binding, flow cytometry; stronger effect = lower value; calls only at 7 µM; hit rate 0.068% among 330,000; AID 2052;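 active means response, share of CD8 T cells binding vesicles, and their 90th percentile fluorescence all below set limits, cut at about 80% in these data, passing the limit was not always enough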
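material = purified 2C TCR transgenic mouse naive CD8+ T cells | controls = Unloaded micro-vesicles (low), QL9 vesicles with 0.7% DMSO (high) | detection = cytometric PE anti-B7-1 and Alexa647 anti-CD8 signals after 1% paraformaldehyde fixation | incubation = binding step 1.5 h, 37 °C, antibody labelling 20 min, ice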
RSV antiviral HEp-2: RSV antiviral activity via CPE protection, HEp-2 cells, primary 10 µM value included (AID 2391); one-dose CPE inhibition, % at 10 µM; IC50 in µM for titrated hits; HEp-2 cells, RSV-induced CPE inhibition; higher % means a stronger effect; hit rate 0.13% among 310,000; in the data active means a potency from the dose series; further: strong numbers were not always called active
Myeloid diff MLP: compounds promoting myeloid differentiation. hit rate 1% among 360,000. ER-HoxA9 myeloid progenitors, lysozyme-GFP differentiation, flow cytometry. calls only at 10 µM;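 active means normalized GFP-positive differentiation at or above the plate's own cutoff, the solvent-only control mean plus 3 SD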;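 further: cells exposed to compound for four days before flow analysis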
T cell modulator vesicle-bound %: recorded beside T cell modulator, whose call it bears; double positive events, %; measured here: CD8+ vesicle-bound cell fraction;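 binding gate set so that unloaded-vesicle control wells show 10% double positive cells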
NTR1 agonist cell count 20 µM: second read-out of NTR1 agonist, no call of its own (marks repeat the call); cell count; measured here: cell count, cytotoxicity flag
Myeloid diff MLP GFP+ MAC1+ %: further read-out of Myeloid diff MLP, marked with its call; GFP+ MAC1+ double positive, %; measured here: differentiation confirmed by MAC1 staining
Starred values were filed as active, the others as inactive; i = inactive; x = no result given; [ ] = remark or other dose.

SMILES	TNAP activators	K1F lysis inhibition	Rac1 GTP hydrolysis	NTR1 agonist	NTR1 agonist cell count 20 µM	PhoP inhibition	Large T inhibition	T cell modulator	T cell modulator vesicle-bound %	RSV antiviral HEp-2	Myeloid diff MLP	Myeloid diff MLP GFP+ MAC1+ %
COCCn1c(CNc2ccc(F)cc2)nnc1SCC(=O)Nc1ccc(OC)cc1OC	1.1	-1.1%	7%	4.6	44	-5%	30%	i	16	-0.8%	i	5.2
CCOc1ccccc1C(=O)NCCNC(=O)c1ccccc1OCC	x	-0.9%	5%	0.6	52	x	-1%	i	7	1.9%	i	0.1
CC(C)C[C@@H](CO)NC(=O)CC[C@H](NC(=O)OC(C)(C)C)C(=O)N(Cc1ccccc1)Cc1ccccc1	x	-0.7%	4%	0.6	97	1%	7%	i	29	-1.7%	i	2.5
COc1ccc(NC(=O)COC(=O)CCc2nc3ccccc3c(=O)[nH]2)c(OC)c1	x	-0.7%	0%	0.8	71	x	x	i	27	1.7%	i	0.8
CCc1c(C(=O)NNC(=S)NCCc2ccccc2)csc1C	2.1	4.8%	4%	-0.5	55	-4%	24%	i	22	1.3%	x	x
CC1(C)CC(=O)c2sc(NC(=O)Cc3cccs3)nc2C1	1.1	0.1%	-6%	-1.0	83	2%	13%	i	11	0.5%	i	0.7
COc1cccc(CC(=O)Nc2ccc(S(=O)(=O)N3CCCCC3)cc2)c1	x	1.7%	2%	-1.7	59	x	x	i	18	x	i	1.2
COc1ccc2[nH]c(C(=O)N(Cc3ccccn3)Cc3ccccn3)cc2c1	x	0.0%	5%	-1.8	43	0%	15%	i	48	1.8%	i	0.3
Cc1ccc(OCC(=O)NC2CC(C)(C)NC(C)(C)C2)c(C)c1	1.1	-0.2%	-11%	3.9	65	-1%	9%	i	28	-1.0%	i	0.6
COc1ccccc1C(=O)NCCOc1ccc(C)c(C)c1	x	0.4%	11%	-0.2	53	2%	13%	i	57	0.8%	i	0.3
Cc1ccc(C)c(S(=O)(=O)N2CCN(CC(=O)NC(=O)NCc3ccccc3)CC2)c1	1	1.8%	3%	2.5	85	5%	4%	i	38	1.2%	i	1.0
CC(C)c1ccc(N=C(N)N=C(N)N)cc1	1.1	-0.1%	4%	3.3	45	4%	9%	i	26	5.4%	i	1.1
Cc1[nH]c2ccc(C(=O)N3CCCCC3)cc2c1C	1.1	0.5%	-1%	3.3	54	-7%	19%	i	59	0.7%	i	0.3
Cc1ccc(NC(=O)c2cnc(SCC(=O)NCC3CCCO3)n(C)c2=O)cc1 (centres undefined)	x	0.1%[50 µM]	-6%	13	60	7%	12%	i	35	1.2%	i	2.0
CCC1CC(/C(C)=N/NC(N)=O)OC1=O (centres undefined)	1.1	-0.3%	2%	0.8	46	6%	-2%	i	43	0.6%	i	0.4
CC(=O)Nc1ccc(C2=CC(=O)C[C@H](c3ccc4c(c3)OCO4)C2)cc1	x	4.0%	10%	-0.8	62	x	x	i	8	-0.1%	i	1.7
CC(C)(C)C(=O)O/N=C(\N)c1c(Cl)cccc1Cl	x	0.0%	8%	0.7	51	-5%	8%	i	23	x	i	0.7
COC(=O)c1ccc(C(=O)Nc2ccc(C(C)C)cc2N)cc1	1.1	-2.0%	2%	0.6	54	9%	11%	i	51	-0.6%	i	0.0
Cc1ccc(NC(=O)NC2CCCCC2)cc1S(=O)(=O)N1CCOCC1	1.4	0.3%	4%	0.0	57	-6%	7%	i	11	11%	i	0.3
COCCCn1c(C)nnc1SCC(=O)NCc1ccco1	1.1	-1.2%	2%	-0.4	45	-6%	8%	i	12	0.5%	i	10
S=C(Nc1ccc(Oc2ccccc2)cc1)NC1CCCCC1	1.2	3.8%	9%	-2.0	83	-17%	7%	i	47	13%	i	0.7
CCOc1ccccc1NC(=O)COc1cccnc1[N+](=O)[O-]	x	0.6%	2%	2.1	63	x	x	i	19	x	i	1.7
Cc1nn(-c2ccccc2)c(C)c1NC(=O)c1cccs1	1	-0.2%	-3%	-1.6	80	4%	9%	i	20	1.4%	i	0.4
Cc1cc(Nc2ccc(F)c(F)c2)nc(-c2ccccc2O)n1	x	0.0%	7%	5.3	61	-1%	10%	i	30	3.3%	i	0.3
CC1=C(C#N)C(=O)NC(=O)/C1=C\c1ccc(-c2ccc(C)cc2[N+](=O)[O-])o1	1.1	-2.0%	16%	x	x	3%	33%	x	x	x	i	0.2

3 compounds from above, ordered by SMILES length, low to high:
SMILES	TNAP activators	K1F lysis inhibition	Rac1 GTP hydrolysis	NTR1 agonist	NTR1 agonist cell count 20 µM	PhoP inhibition	Large T inhibition	T cell modulator	T cell modulator vesicle-bound %	RSV antiviral HEp-2	Myeloid diff MLP	Myeloid diff MLP GFP+ MAC1+ %
CCc1c(C(=O)NNC(=S)NCCc2ccccc2)csc1C	2.1	4.8%	4%	-0.5	55	-4%	24%	i	22	1.3%	x	x
CCOc1ccccc1NC(=O)COc1cccnc1[N+](=O)[O-]	x	0.6%	2%	2.1	63	x	x	i	19	x	i	1.7
CC(C)C[C@@H](CO)NC(=O)CC[C@H](NC(=O)OC(C)(C)C)C(=O)N(Cc1ccccc1)Cc1ccccc1	x	-0.7%	4%	0.6	97	1%	7%	i	29	-1.7%	i	2.5

Next part.
SMILES	TNAP activators	K1F lysis inhibition	Rac1 GTP hydrolysis	NTR1 agonist	NTR1 agonist cell count 20 µM	PhoP inhibition	Large T inhibition	T cell modulator	T cell modulator vesicle-bound %	RSV antiviral HEp-2	Myeloid diff MLP	Myeloid diff MLP GFP+ MAC1+ %
Cc1ccc(N=Nc2c(N)nn3c(N)c(C#N)c(C)nc23)cc1	1	0.0%	5%	4.9	37	-3%	4%	i	51	7.1%	i	0.1
CCn1c(-c2cc(Br)cc(OC)c2O)nc2cc(S(=O)(=O)N(C)C)ccc21	1.1	-0.1%	10%	7.3	87	26%	9%	i	28	2.7%	i	0.3
COc1ccc(Cl)cc1S(=O)(=O)N(C)CC(=O)N1CCOCC1	x	0.3%	0%	-0.4	45	8%	0%	i	17	0.3%	i	7.4
CC(C)C(=O)NC(c1ccc([N+](=O)[O-])cc1)c1c(O)ccc2ccccc12 (centres undefined)	1	1.6%	-2%	6.0	60	-5%	1%	i	20	0.8%	i	1.0
CN1CCC(N(C)S(=O)(=O)c2ccc(NC(=O)COc3cccc(C(F)(F)F)c3)cc2)CC1	x	1.1%[50 µM]	13%	-0.9	78	-5%	15%	i	40	-0.9%	i	0.6
O=C(CSc1nnc(NC(=O)C2CC2)s1)NCc1ccccc1Cl	x	0.1%	11%	0.4	83	-1%	12%	i	62	1.3%	i	0.9
CCOC(=O)C1=C(C)Nc2nc3ccccc3n2C1c1ccccc1 (centres undefined)	1	0.6%	4%	-0.4	73	20%	11%	i	5	1.4%	i	0.3
COc1cc(-c2nnc(NC(=O)CS(=O)(=O)c3ccc(C)cc3)o2)cc(OC)c1OC	x	0.9%[50 µM]	2%	-1.9	57	-2%	10%	i	46	-2.1%	i	0.5
CCC(Oc1ccccc1)C(=O)N(Cc1ccccc1)c1ccccn1 (centres undefined)	1.1	0.6%[50 µM]	-2%	-1.5	77	-3%	6%	i	22	6.4%	i	0.5
COC(=O)c1ccc(CSc2ccc(S(=O)(=O)N3CCCCC3)cn2)cc1	x	0.5%[50 µM]	7%	1.1	72	x	x	i	22	0.9%	i	1.0
Cn1c(=O)c2c(nc(N3CCN(c4ccccn4)CC3)n2Cc2ccc(Cl)cc2Cl)n(C)c1=O	1.6	0.3%	0%	3.8	64	7%	6%	i	41	1.3%	i	0.5
Cc1cccc(/C=C2\CS/C(=C\c3cccc(C)c3)C2=O)c1	0.9	0.5%	7%	-0.2	87	-8%	8%	i	6	3.0%	i	0.9
Cc1nc(SCC(=O)c2ccccc2)n[nH]1	0.9	0.7%	12%	1.1	92	-3%	10%	i	34	1.7%	i	0.3
O=c1[nH]c(C2CCCN(S(=O)(=O)c3ccccc3)C2)nc2c1nnn2Cc1ccccc1Br (centres undefined)	x	-0.1%	10%	4.4	65	-3%	15%	i	17	39%	i	0.0
O=C(c1cccc(F)c1)N1CCN(c2ccc([N+](=O)[O-])c3cccnc23)CC1	1	0.1%	3%	12	48	x	x	i	23	2.2%	i	0.5
CS(=O)(=O)Nc1ccccc1C(=O)NCc1ccccc1Cl	1.1	2.3%	4%	1.5	44	5%	1%	i	68	0.1%	i	0.4
Cc1ccc(NC(=S)N(Cc2cccs2)Cc2cc3cccc(C)c3[nH]c2=O)cc1	1	1.5%	4%	3.4	46	-2%	-7%	i	45	8.5%	i	1.3
CCN(CC(=O)Nc1ccc2c(c1)OCCO2)S(=O)(=O)c1ccc(F)cc1	x	-0.3%	5%	-2.0	63	-6%	9%	i	11	2.7%	i	2.0
O=C(Cn1cc(C(=O)C2CCCCC2)c2ccccc21)NCC1CCCO1 (centres undefined)	1.1	-7.7%	3%	0.9	53	-5%	9%	i	46	2.5%	i	1.1
CN(CC(=O)Nc1ccccc1Br)C(=O)CNC(=O)c1cccs1	x	0.1%[50 µM]	5%	-0.3	65	x	x	i	39	0.7%	i	0.5
NS(=O)(=O)c1cccc(NC(=S)NC(=O)c2cccc([N+](=O)[O-])c2)c1	0.3	1.6%	5%	1.3	61	-5%	12%	i	44	3.6%	i	0.7
O=C(N/N=C/c1cccs1)c1ccc(-n2cccc2)cc1	1.1	-0.2%	7%	-2.0	81	-8%	14%	i	56	1.9%	i	0.4
CCc1noc(C)c1C(=O)Nc1nc(-c2cccs2)cs1	x	0.4%[50 µM]	13%	1.3	65	-4%	16%	i	42	7.4%	i	1.8
Cc1c2cnn(CC(=O)NCCCN3CCCCC3C)c(=O)c2c(C)n1Cc1ccccc1 (centres undefined)	x	-0.3%	9%	-0.6	68	x	5%	i	16	-0.1%	i	2.5
O=C(c1cc(COc2c(F)cccc2F)on1)N1CCN(C2CCCCC2)C(=O)C1	x	-0.2%	12%	0.3	65	4%	12%	i	30	2.4%	i	0.0
COc1cccc(-c2nc(-c3ccc(Br)o3)no2)c1	x	-0.1%[50 µM]	-2%	1.1	67	64%	19%	i	21	3.9%	i	0.2

Part of the list above with just Myeloid diff MLP GFP+ MAC1+ %.
| structure | Myeloid diff MLP GFP+ MAC1+ % |
| --- | --- |
| Cc1cccc(/C=C2\CS/C(=C\c3cccc(C)c3)C2=O)c1 | 0.9 |
| Cc1nc(SCC(=O)c2ccccc2)n[nH]1 | 0.3 |
| O=c1[nH]c(C2CCCN(S(=O)(=O)c3ccccc3)C2)nc2c1nnn2Cc1ccccc1Br (centres undefined) | 0.0 |
| O=C(c1cccc(F)c1)N1CCN(c2ccc([N+](=O)[O-])c3cccnc23)CC1 | 0.5 |
| CS(=O)(=O)Nc1ccccc1C(=O)NCc1ccccc1Cl | 0.4 |
| Cc1ccc(NC(=S)N(Cc2cccs2)Cc2cc3cccc(C)c3[nH]c2=O)cc1 | 1.3 |

Compound activity as filed in PubChem.
